MPTP block = mitochondrial permeability transition pore inhibitors, primary screen, biochemical, isolated mouse mitochondria, absorbance; inhibition, % at 10 µM; actives 1.4% (n = 360,000); Ca2+ swelling absorbance, 30 min; AID 602449, 2012;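 active = inhibition of 50% or more, scaled per plate between neutral and stimulator controls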;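 also: 0% = DMSO wells given calcium and 100% = 1 mM EGTA wells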
* hit, by the source's call. This is a subset; count on the stated rates, not on these rows.

SMILES	MPTP block
COC(=O)c1ccc(Cn2c(C)c(C(=O)Nc3cccc(Oc4ccccc4)c3)sc2=O)o1	0.9
COc1ccc(-c2cc3nc(NCC4CCCCC4)n(C)c(=O)c3s2)cc1OC	-1.2
COc1ccc(CNC(=O)c2cn(Cc3ccccc3F)c(=O)s2)cc1	-2.0
CC(=O)NCCc1ccc(C(=O)COC(=O)c2cccs2)cc1	0.5
O=C(NCCN1CCC(n2c(=O)[nH]c3ccccc32)CC1)c1c(F)cccc1F	0.6
C[C@@H]1CN([C@@H](C)CO)S(=O)(=O)c2ccc(Br)cc2O[C@H]1CN(C)C(=O)c1cccc(F)c1	0.0
Cc1ccc([C@H]2N[C@]3(CCCN(Cc4ccco4)C3=O)[C@H]3C(=O)N(Cc4ccccc4)C(=O)[C@@H]23)cc1	-0.8
CC1CCCCC12NC(=O)N(CC(=O)Nc1ccc3c(c1)OCO3)C2=O (stereo unspecified)	-2.2
O=C(NC1CC1)c1ccccc1NC(=O)c1ccccc1OC(F)F	1.2
COc1cccc(C(C)(O)c2nc(-c3ccc(C)c(C)c3)cs2)c1 (stereo unspecified)	14.7
Cc1ccc(Cc2c(-c3ccccc3)nc3ccc(Cl)cn23)cc1	0.1
CCOC(=O)C1(C)CCN1C(=O)c1ccc(Cl)nc1 (stereo unspecified)	-1.3
COc1ccc(NC(=O)c2cc(-c3cc(Cl)ccc3C)n[nH]2)c(OC)c1	0.0
CC(C)c1cc(Cn2c3ccccc3c(=O)n2C(C)C)on1	-0.9
CC1(C(=O)NCc2cccs2)Cc2c(-c3ccc(C(N)=O)cc3)ccnc2O1 (stereo unspecified)	-0.7
CCC(c1nc2ccccc2[nH]1)N(C(=O)Cc1cc(OC)cc(OC)c1)c1ccc(N2CCOCC2)cc1 (stereo unspecified)	-0.7
O=C(NCCCN1CCOCC1)c1cccc(S(=O)(=O)N2CCc3ccccc32)c1	0.3
COCCNc1nc2c(c(=O)n(C)c(=O)n2C)n1CCCc1ccccc1	-0.5
CCCCCCCCN1C(=O)[C@H](CC(=O)NCCCOC)C[C@@]2(C(=O)OC)CC(C)(C)CC=C12	-1.1
CC(C)C[C@H]1CN([C@@H](Cc2ccc(O)cc2)CN2CCC[C@H]2CN2C(=O)C(=O)NC[C@@H]2Cc2ccccc2)C(=O)C(=O)N1CC1CCCCCC1	-5.0
Cc1ccc(-c2cc(NC=O)c3ncc(-c4cccc(C(=O)N(C)C)c4)n3c2)cc1	-1.0
OCc1ccccc1-c1nc(NCc2ccccc2)nc2ccsc12	0.3
CONC(=O)c1ccc(-c2cccc3nccn23)cc1	0.4
O=c1ncccn1C1OC(CO)C(O)C1O (stereo unspecified)	0.0
C[C@@H]1CN([C@@H](C)CO)C(=O)CCCn2nncc2CO[C@H]1CN(C)Cc1ccc(Cl)c(Cl)c1	-1.5
SMILES	MPTP block
CCCCCC(=O)N1C[C@H](n2cc(C3CC3)nn2)[C@@H](O)C[C@@H]1c1ccccc1	0.7
C[C@H]1CN([C@@H](C)CO)C(=O)c2cc(Br)cnc2O[C@@H]1CN(C)S(=O)(=O)c1cn(C)cn1	-1.1
Cc1cc(C)n2c(Nc3ccc4c(c3)OCCO4)c(CC(C)C)nc2n1	-0.1
O=C(CCN1C(=O)c2ccccc2C1=O)c1cnc[nH]1	-0.5
CCc1nc2ccc(C(=O)NCCCN3CCCC3=O)cn2c1N(CC)CCN(C)C	0.2
CCCCCc1c(-c2cccc(F)c2)ncn1CCc1ccccc1OC	2.5
CCC(=O)NC(c1ccco1)c1cc(Br)c2cccnc2c1O (stereo unspecified)	-3.0
CC(C)(C)NC(=O)C(C1CC1)n1c(=O)c(-c2cc3ccccc3[nH]2)nc2ccccc21 (stereo unspecified)	7.3
Cc1cc(Nc2ccccc2C(=O)O)n2ncnc2n1	0.2
OC(c1cc(F)cc(Cl)c1)c1ncc(-c2ccc(Cl)cc2)[nH]1 (stereo unspecified)	21.3
COc1ccc(-c2coc3c(C(=O)NCC4CC4)cccc23)c(C)c1	2.6
COc1ccc(CNC(=O)C2Cc3c(-c4cccc(C(C)=O)c4)ccnc3O2)cc1OC (stereo unspecified)	-0.4
CC(=O)c1cccc(NC(=O)C2(C)Cc3c(-c4ccccc4)ccnc3O2)c1 (stereo unspecified)	2.8
COC(=O)c1ccc2nc(-c3ccc(F)cc3)c(Cc3ccccc3OC)n2c1	1.4
COc1ccccc1CNc1nc(NCCOc2ccccc2)c2sccc2n1	59.6*
COc1ccc(C(O)c2nc(-c3cccc4cccnc34)cs2)cc1 (stereo unspecified)	-1.0
CC1(C)CC(=O)C=C(c2ccc(-c3cccc4c3sc3ccccc34)cc2)C1=O	-0.9
CCCCN(C)c1c(C)nc2ccc(C(=O)N(C)Cc3ccco3)cn12	-0.5
C=C1[C@@H](OC(C)=O)C=C[C@@]2(C)C=CC(=O)[C@@](C)(OC(C)=O)[C@@H]2[C@@H](OC(C)=O)[C@]2(O)[C@@H](C)C(=O)O[C@H]2[C@H]1Cl	-0.1
COc1ccccc1C1NC(=O)NC(C)=C1C(=O)OCC1CCCCC1 (stereo unspecified)	0.8
O=C(C[n+]1cccc(/C=N/O)c1)NC(=O)Nc1ccccc1	0.4
C=CCN(C(=O)CSc1nc2ccsc2c(=O)n1Cc1ccc(C(=O)O)cc1)c1ccccc1	-1.9
O=C(CCNS(=O)(=O)c1ccc(Br)cc1)NCC(c1cccs1)N1CCOCC1 (stereo unspecified)	-0.4
COC(=O)C[C@@H]1CC[C@H](NC(=O)Nc2cccc(F)c2)[C@@H](CO)O1	0.7
CC1(C)C(C(N)=O)C(=O)NC(=O)C1C(N)=O (stereo unspecified)	-0.8
SMILES	MPTP block
Cc1cccc(C)c1NC(=O)C(c1ccccc1)n1c(=O)c(-c2ccccc2)nc2ccccc21 (stereo unspecified)	1.3
O=C(Nc1cccc(F)c1)c1ccc(-n2cncn2)c2ccoc12	-0.1
CC1C(=O)N(Cc2cn(CCC3OCCCO3)nn2)CCS(=O)(=O)N1Cc1ccc(-c2ccc(F)nc2)cc1 (stereo unspecified)	0.3
CC1(C(=O)NCc2cccs2)CCN1CCc1ccccc1 (stereo unspecified)	-0.2
O=C(NCc1ccc(F)cc1)c1cc(C2CCCCN2C(=O)CCc2ccccc2)on1 (stereo unspecified)	1.1
CC(=O)c1cccc(-c2ccnc3c2CC(C(=O)Nc2cccc(C(F)(F)F)c2)O3)c1 (stereo unspecified)	2.6
COC(=O)c1ccc(CSc2ccccc2NC(=S)Nc2cccc(C(F)(F)F)c2)o1	86.3*
COc1cc(C(=O)COC(=O)c2ccc3c(c2)OCCO3)cc(OC)c1OC	-0.6
Cc1cccc(C)c1-n1nnnc1C1c2ccccc2C(=O)N1C1CC1 (stereo unspecified)	-1.2
O=C(Nc1ccccc1)c1cc(C2CCCCN2C(=O)OCCF)on1 (stereo unspecified)	-0.5
C/C=C/c1cccc(-c2nc(C(=O)N3CCCCC3)cc3c2[C@@H](CCO)N(C(=O)NC(C)C)C3)c1	-0.5
COc1ccc2sc(C)cc(=O)c2c1	0.6
CCCc1cc(=O)oc2c3c(cc(OCC(=O)N4CCC(C(=O)O)CC4)c12)OC(C)(C)CC3	0.8
C=Cc1ccc(Cn2c(C)c(C(=O)NCCC#N)sc2=O)cc1	1.0
CC(C)C[C@@H](CN1CCC[C@@H]1CN1C(=S)NC[C@@H]1Cc1ccc(O)cc1)N1C[C@H](Cc2ccc(O)cc2)N(CCc2ccccc2)C1=S	3.3
O=C(Nc1c(Cl)ccc2nsnc12)c1ccc(Br)o1	0.8
Cn1c(NCc2ccccc2)nc2cc(-c3ccccc3)sc2c1=O	0.8
Nc1nc(N)c2ncn(C3C=CC(CO)C3)c2n1 (stereo unspecified)	-1.2
CCC(C)(C)C1CCC2(CC1)NC(=O)N(CC(=O)N1CCN(c3ccccc3OC)CC1)C2=O (stereo unspecified)	0.2
CC1(C(=O)NCc2cccs2)Cc2c(-c3ccc4c(c3)OCO4)ccnc2O1 (stereo unspecified)	0.7
COc1ccc(S(=O)(=O)N(C)C[C@@H]2OCc3cn(nn3)CCCC(=O)N([C@@H](C)CO)C[C@H]2C)cc1	-0.4
O=c1cc(CCc2ccccc2)[nH]c(=O)[nH]1	-0.3
O=CNc1cc(-c2ccc(C(=O)NC3CC3)cc2)cn2c(-c3ccc(F)c(Cl)c3)cnc12	0.3
O=Cc1ccc(-c2c(-c3ccccc3)oc3c2C(OCCCCO)CCC3)o1 (stereo unspecified)	1.1
C[C@H]1CN([C@@H](C)CO)C(=O)CCCn2nncc2CO[C@H]1CN(C)C(=O)CCC(F)(F)F	-2.0

Taken from the listing, 7 compounds:
SMILES	MPTP block
Cc1cccc(C)c1NC(=O)C(c1ccccc1)n1c(=O)c(-c2ccccc2)nc2ccccc21 (stereo unspecified)	1.3
O=C(Nc1cccc(F)c1)c1ccc(-n2cncn2)c2ccoc12	-0.1
CC1C(=O)N(Cc2cn(CCC3OCCCO3)nn2)CCS(=O)(=O)N1Cc1ccc(-c2ccc(F)nc2)cc1 (stereo unspecified)	0.3
CC1(C(=O)NCc2cccs2)CCN1CCc1ccccc1 (stereo unspecified)	-0.2
O=C(NCc1ccc(F)cc1)c1cc(C2CCCCN2C(=O)CCc2ccccc2)on1 (stereo unspecified)	1.1
CC(=O)c1cccc(-c2ccnc3c2CC(C(=O)Nc2cccc(C(F)(F)F)c2)O3)c1 (stereo unspecified)	2.6
COC(=O)c1ccc(CSc2ccccc2NC(=S)Nc2cccc(C(F)(F)F)c2)o1	86.3*

Further compounds.
SMILES	MPTP block
CC(C)NC(=O)C1(C)CCN1C(=O)C1(c2ccccc2)CC1 (stereo unspecified)	-0.8
COc1cccc(CNC(=O)[C@@H]2CCCN2)c1	0.5
COc1cccc(C(=O)Nc2ccc3c(c2)OC[C@H](C)N(C(=O)C2CCCC2)C[C@@H](C)[C@@H](OC)CN(C)C3=O)c1	-1.5
CCNC(=O)C1(C)CCCN(C(=O)c2cc3ccccc3s2)C1 (stereo unspecified)	-0.9
CCCc1nc2c3ccccc3ccn2c1CC(C)(C)C	0.3
COc1ccc(-c2nc3c(C)cc(Br)cn3c2CC(C)(C)C)cc1OC	0.9
CC(C)NC(=O)C1(C)CCCN1C/C=C/c1ccccc1 (stereo unspecified)	-1.5
Cc1ccc(-c2ccc(CN3C(C(C)C)C(=O)N(Cc4cn(Cc5ccco5)nn4)CCS3(=O)=O)cc2)cc1 (stereo unspecified)	0.2
Cc1ccc2nc(-c3ccco3)c(CC(C)(C)C)n2c1	-1.6
Nc1ccc(CNC(=O)c2cc3cc(Cl)ccc3nc2N)cc1	17.2
CCCc1ccc(C(O)c2ncc(-c3cccc(F)c3)[nH]2)cc1 (stereo unspecified)	2.6
COc1ccc(Cn2cc(CN3CC(N4CCN(CCN(C)C)CC4)CS3(=O)=O)nn2)cc1 (stereo unspecified)	-0.9
CC(C)(C)NC(=O)C(c1ccc(C#N)cc1)n1c(=O)c(-c2ccco2)nc2ccccc21 (stereo unspecified)	-1.7
COCOCCn1cc(CN2CCS(=O)(=O)N(Cc3ccc(-c4ccc(Cl)cc4)cc3)C(CC(C)C)C2=O)nn1 (stereo unspecified)	-0.6
CCCCC[C@H]1CCCCC[C@H](O)C[C@H](O)[C@@H](O)/C=C/C(=O)O1	0.7
CN(Cc1ccccc1)C(=O)CN1CCN(S(=O)(=O)c2ccccc2F)CC1	-2.0
O=C1OCCOC2CCCc3oc(C4=CCCCC4)c1c32 (stereo unspecified)	0.8
CC1(C(=O)NCc2ccc3c(c2)OCO3)CCN1C(=O)CCc1ccc(Cl)cc1Cl (stereo unspecified)	0.1
Cc1ccccc1C(=O)NCCN1CCC(n2c(=O)[nH]c3ccccc32)CC1	1.1
COc1ccc(C(=O)NC[C@H]2O[C@@H](n3cnc4c(N)ncnc43)[C@H](O)[C@@H]2O)cc1OC	-0.5
Cc1ccc(-c2nc3ccc(C)cn3c2Cc2ccsc2)cc1	0.4
COCCNc1ncnc2c1ncn2[C@H]1CN(CCN2CCOCC2)C[C@@H](CO)O1	-1.0
Cc1ccc(NC(=O)COc2ccccc2)cc1S(=O)(=O)N1CCCCC1	0.7
CCc1nc2c(OCc3ccccc3)cccn2c1N(C)C(=O)c1ccco1	0.0
CCOC(=O)C1(C)CCN1C(=O)c1ccc(C#N)cc1 (stereo unspecified)	0.0

4 entries from above in another layout.
| canonical_smiles | MPTP block |
| --- | --- |
| Nc1ccc(CNC(=O)c2cc3cc(Cl)ccc3nc2N)cc1 | 17.2 |
| CCCc1ccc(C(O)c2ncc(-c3cccc(F)c3)[nH]2)cc1 (stereo unspecified) | 2.6 |
| COc1ccc(Cn2cc(CN3CC(N4CCN(CCN(C)C)CC4)CS3(=O)=O)nn2)cc1 (stereo unspecified) | -0.9 |
| CC(C)(C)NC(=O)C(c1ccc(C#N)cc1)n1c(=O)c(-c2ccco2)nc2ccccc21 (stereo unspecified) | -1.7 |

Some of the entries above, set out differently.
SMILES | MPTP block
CCNC(=O)C1(C)CCCN(C(=O)c2cc3ccccc3s2)C1 (stereo unspecified) | -0.9
CCCc1nc2c3ccccc3ccn2c1CC(C)(C)C | 0.3

(list continues)
SMILES	MPTP block
CC1(C(=O)NS(=O)(=O)C2CC2)CCN(C(=O)c2ccc(F)cc2Cl)C1 (stereo unspecified)	-0.4
CCOC(=O)[C@]12CCC=C1N(Cc1ccc(Cl)cc1Cl)C(=O)[C@H](CC(=O)N1CCSCC1)C2	0.0
C#CCN(C[C@@H]1[C@@H](OC(=O)NCCCCCC)[C@@H](OC(=O)NCCCCCC)Cn2c(=O)n(CCCCCC)c(=O)n21)S(=O)(=O)c1ccc(C)cc1	-2.1
CCOC(=O)C1=C[C@@H](C(C)(C)C)N(S(=O)(=O)c2ccc(C)cc2)[C@H]1c1ccc(OC)cc1	0.4
CNC[C@@H]1Oc2cc(Br)ccc2S(=O)(=O)N([C@H](C)CO)C[C@H]1C	0.7
CNC(=O)C1(c2ccccc2)CCCCC1	-0.9
COC(=O)C[C@@H]1C=C[C@@H](NS(=O)(=O)c2ccc(OC)cc2)[C@@H](CO)O1	-0.3
COc1ccc(-c2ccc(CN3C(CC(C)C)C(=O)N(Cc4cn(CC5CCCCC5)nn4)CCS3(=O)=O)cc2)cc1OC (stereo unspecified)	0.2
Nc1nc(=O)n(C2CC(O)C(CO)O2)cc1Cl (stereo unspecified)	0.2
CC1(C(=O)NS(=O)(=O)c2ccccc2Cl)CCN1C(=O)CC1CCCC1 (stereo unspecified)	-0.8
COc1cccc(C(O)c2nc(-c3ccc(F)cc3OC)cs2)c1 (stereo unspecified)	0.4
